Bioassay records from PubChem BioAssay.
Akt phos inh – HTS Assay for Inhibitors of Akt Phophorylation: Primary Screen. activity change, % for hits at 50 µM. Neuro2A IGF-stimulated pAkt S473 HTRF, 20 min; stronger effect = lower value. 360,000 tested, 0.32% active; in the data active = activity change below about -80%; inconclusive = mostly about -51% to -80%; note: % is set by controls: 0 for no effect and ±100 for the full control effect
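Neuro2A cells in DMEM with 0.5% FBS, overnight at 37 deg C, given compound at single 50 µM final, then IGF (6 nM final) for 20 min at 37 deg C. Lysed; phospho-Akt Ser473 by HTRF after 24 h, 665/615 ratio.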
Nrf2 block – Nrf2 qHTS screen for inhibitors; A549 ARE-Fluc reporter, luciferase luminescence, 18-24 h; 360,000 tested, 2.1% active; AID 504444, 2011; Potency, µM (titrated, usually from 46 µM), for inactives: at the highest dose activity change, negative = inhibition, actives largely listed as inhibitors; note: potency is the fitted concentration of half-maximal effect; % is set by controls: 0 for no effect and ±100 for the full control effect; nearly all actives have a fitted effect of over 60% in size
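A549 ARE_Fluc cells (5000/well, 5% FBS OPTI-MEM) pre-incubated 2 h, then treated with compounds 18-24 h at 37C/5% CO2 in concentration-response. CellTiter-Fluor viability read first; BugLite luciferase luminescence after 15 min at room temperature gives Nrf2 activity.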
EPAC2 ag – qHTS for Agonist of cAMP-regulated guanine nucleotide exchange factor 4 (EPAC2): primary screen; Rap guanine nucleotide exchange factor 4 (Homo sapiens), Q8WZA2; EPAC2 activation, biochemical qHTS; response scale: 100% = 6.5 mM cAMP response; Potency, µM (doses to about 154 µM), without a hit: at the top dose activation, actives largely listed as activators; 360,000 tested, 0.079% active; AID 720711, 2013; note: potency is the fitted concentration of half-maximal effect; nearly all actives have a fitted effect of over 50% in size
Target sequence (Q8WZA2 whole entry, looked up): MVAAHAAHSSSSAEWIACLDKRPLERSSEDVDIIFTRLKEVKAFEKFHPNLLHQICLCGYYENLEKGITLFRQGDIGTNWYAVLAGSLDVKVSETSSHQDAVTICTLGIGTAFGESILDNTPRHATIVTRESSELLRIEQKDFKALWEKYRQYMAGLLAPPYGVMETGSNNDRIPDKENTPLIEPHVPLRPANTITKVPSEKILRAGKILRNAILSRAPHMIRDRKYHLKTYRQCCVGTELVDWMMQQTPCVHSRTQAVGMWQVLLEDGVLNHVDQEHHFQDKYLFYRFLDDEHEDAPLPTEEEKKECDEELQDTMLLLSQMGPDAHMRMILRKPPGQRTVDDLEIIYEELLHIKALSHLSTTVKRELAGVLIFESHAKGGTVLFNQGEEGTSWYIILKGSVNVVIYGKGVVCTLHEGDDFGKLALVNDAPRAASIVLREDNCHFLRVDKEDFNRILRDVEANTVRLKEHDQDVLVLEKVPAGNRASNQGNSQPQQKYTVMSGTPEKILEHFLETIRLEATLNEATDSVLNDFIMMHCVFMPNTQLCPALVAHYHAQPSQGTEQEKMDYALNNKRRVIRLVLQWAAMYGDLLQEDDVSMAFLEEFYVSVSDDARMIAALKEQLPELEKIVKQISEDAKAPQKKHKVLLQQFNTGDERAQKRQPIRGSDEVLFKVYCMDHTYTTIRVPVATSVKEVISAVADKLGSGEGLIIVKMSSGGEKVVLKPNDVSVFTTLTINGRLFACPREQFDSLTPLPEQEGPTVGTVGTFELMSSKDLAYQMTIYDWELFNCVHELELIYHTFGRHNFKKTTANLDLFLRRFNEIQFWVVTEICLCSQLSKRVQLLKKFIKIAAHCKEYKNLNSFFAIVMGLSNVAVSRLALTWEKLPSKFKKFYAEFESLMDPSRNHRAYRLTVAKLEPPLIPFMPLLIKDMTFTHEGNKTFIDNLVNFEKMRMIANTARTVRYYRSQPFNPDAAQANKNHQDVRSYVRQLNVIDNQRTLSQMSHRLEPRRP
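Setup: EPAC2 100 nM, labeled Rap1B complex 250 nM, free GDP 50 uM. Compound titrations pinned in, brief spin, 5 min room temperature incubation. Kinetic fluorescence read over 30 min, normalized to 6.5 mM cAMP.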
A549 tox – Nrf2 qHTS screen for inhibitors: counterscreen for cytotoxicity. Potency, µM (series often up to 46 µM), for inactives: top-dose activity change, negative = cytotoxicity, most hits filed as inhibitors. A549 ARE-Fluc cells, CellTiter-Fluor viability, 18-24 h. AID 504648, 2011. 390,000 tested, 0.16% active; note: potency is the fitted concentration of half-maximal effect; % is set by controls: 0 for no effect and ±100 for the full control effect
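A549 ARE-Fluc cells in 5% FBS OPTI-MEM, 5000 cells/well, rested 2 h then exposed to compounds in concentration-response for 18-24 h at 37 °C. Viability by CellTiter-Fluor fluorescence (Ex 405/Em 525) after 30 min; luciferase luminescence (BugLite, 15 min, RT) read afterwards.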
CCT modulator – High-Throughput Screening for Modulators of Cytosolic Chaperonin Activity | purified chaperonin ATPase assay, HTRF ADP detection, 30 min | activity change, % (test concentration not listed), hits read low | 360,000 tested, 0.3% active | AID 651819, 2012; in the data active = activity change below about -30%; note: % is set by controls: 0 for no effect and ±100 for the full control effect
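ATPase activity: ADP formed was measured by HTRF Transcreener (665/615 nm ratio) after 30 min at 37 deg C with 10 uM ATP. Compounds screened at one 76 uM concentration against 40 or 20 nM TRiC in Tris pH 7.4/KCl/MgCl2/DTT buffer.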
MmCpn inh – Inhibitors of TCP-1 ring complex (TRiC) of Methanococcus maripaludis (MmCpn): qHTS; Chaperonin Mm-Cpn (Methanococcus maripaludis); purified Mm-Cpn ATPase, ADP Transcreener TR-FRET; Potency, µM (doses to about 76.9 µM), for the others: top-dose activity, negative = inhibition, actives largely listed as inhibitors; 330,000 tested, 0.031% active; note: potency is the fitted concentration of half-maximal effect; % is set by controls: 0 for no effect and ±100 for the full control effect; nearly all actives have a fitted effect of over 80% in size
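Eu-cryptate anti-ADP/ADP-d2 competition gives a ratio inversely related to ADP. Enzyme at 25 nM was pre-exposed to compound for 10 min, then given 10 uM ATP for 30 min, 37°C throughout.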
Nrf2 activator – qHTS of Nrf2 Activators; AREc32 ARE-luciferase reporter (MCF7-derived line), luminescence, 24 h; Potency, µM (highest dose often 46.1 µM), inactives show at the top dose activation, actives largely listed as activators; 410,000 tested, 0.31% active; AID 624171, 2012; note: potency is the fitted concentration of half-maximal effect; % of control where 0% means no effect; nearly all actives have a fitted effect of over 65% in size
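AREc32 cells carrying an ARE-driven firefly luciferase reporter were seeded at 1000 cells/well in OPTI-MEM with 5% FBS, then exposed to compound for 24 hr at 37 deg C. Luminescence was read with Steady-Glo after 30 min at RT.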
EPAC2 antag – qHTS for Antagonist of cAMP-regulated guanine nucleotide exchange factor 2 (EPAC2): primary screen; Rap guanine nucleotide exchange factor 4 (Homo sapiens), Q8WZA2; EPAC2 GEF exchange of Rap1B-BODIPY-GDP, fluorescence; Potency, µM (doses to about 114 µM), inactives show top-dose activity, negative = inhibition, usual class: inhibitors; 360,000 tested, 0.18% active; note: potency is the fitted concentration of half-maximal effect; % is set by controls: 0 for no effect and ±100 for the full control effect; nearly all actives have a fitted effect of over 45% in size; many of its hits are not listed in these tables
TGFb SMAD3 inh – qHTS for Inhibitors of TGF-b. 410,000 tested, 1.2% active. HepG2 CAGA-GFP TGF-b/SMAD3 reporter, GFP fluorescence, 18 h; TGF-beta stimulated, 500 pg/mL final. Potency, µM (titrated, usually from 46.1 µM), inactives show at the top dose activity, negative = inhibition, usual class: inhibitors; note: potency is the fitted concentration of half-maximal effect; % is set by controls: 0 for no effect and ±100 for the full control effect; nearly all actives have a fitted effect of over 65% in size
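Smad-responsive CAGA-GFP expression was quantified in HEPG2 cells exposed to compounds and 500 pg/mL final TGF-beta for 18 h at 37 degrees C; unstimulated wells defined full inhibition.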
* = called active by the depositor; i = inactive; ? = inconclusive; nt = not tested or not shown; [ ] = remark or other dose. Unless noted, calls come from the whole dose curve; as a rule, active = well fitted curve in the direction sought with a large enough effect; inconclusive = small, poorly fitted or top-dose-only effect, or another doubt; inactive = no such curve, though single readings can be large; an effect the other way counts as inactive or inconclusive.

mol	Akt phos inh	Nrf2 block	EPAC2 ag	A549 tox	CCT modulator	MmCpn inh	Nrf2 activator	EPAC2 antag	TGFb SMAD3 inh
CC(=O)c1cccn1S(=O)(=O)c1ccccc1	i	-13%	3%	-6%	-1.7	-1%	-0.4%	6%	-3%
NS(=O)(=O)c1ccc(NC(=O)COC(=O)c2ccc([N+](=O)[O-])s2)cc1	i	-30%	4%	-4%	-4.3	0%	15%	0%	?
Cc1ncc(/C=C2\C(=O)Nc3ccccc32)[nH]1	i	11%	7%	-5%	1.6	-7%	7.1%	-1%	5%
Cc1ccccc1Cn1nnc(-c2ccc(F)cc2)n1	i	5%	8%	0%	-0.3	0%	-0.1%	-16%	0%
Cc1ccc(-c2cc(=O)[nH]c3ccccc23)cc1	i	-16%	-4%	-8%	-6.5	nt	-0.2%	9%	?
COc1ccccc1C1CCN(Cc2ccc(Cl)cc2Cl)CC1	i	-7%	11%	1%	-1.8	-3%	-1.2%	1%	34%[activator]
Nc1[nH]ncc1N=Nc1ccc(Cl)cc1	i	?	-13%	-17%	1.0	1%	2.7%	-3%	0%
COc1ccc(NC(=O)CSc2nc3ccccc3c(=O)n2CCNC(C)=O)cc1	i	6%	-6%	0%	-1.7	0%	-0.5%	17%	2%
NC(=O)CCc1c[nH]c2ccccc12	i	19%	-11%	-3%	1.5	1%	0.4%	-10%	17%
CC(=O)N1CCN(C(=O)c2cc(C)oc2C)CC1	i	-7%	3%	-2%	-0.3	-1%	-0.4%	-9%	-3%
CC(C)C[C@H](NC(=O)[C@H](Cc1ccccc1)n1c(=O)[nH]c2ccccc2c1=O)C(=O)N1CCC[C@H]1C(=O)O	i	-11%	4%	3%	-1.2	-3%	-0.2%	-11%	22%
Cn1cnnc1Sc1ccc(/C=C(\CCC(=O)O)c2nc3ccccc3s2)cc1[N+](=O)[O-]	i	4%	6%	0%	-1.3	0%	-0.6%	2%	0%
CCOC(=O)c1cccc(NC(=S)NCc2ccc(C)cc2)c1	i	13%	9%	5%	-0.6	-4%	-0.2%	-12%	1%
COc1ccccc1NC(=O)Nc1nc(CC(=O)NC2CCCC2)cs1	i	-12%	-2%	-4%	0.2	-1%	-0.9%	9%	-15%
O=C(Nc1ccc(N2CCOCC2)c(Cl)c1)c1c(F)c(F)c(F)c(F)c1F	i	?	4%	-8%	-1.9	2%	0.4%	-9%	-4%
O=C(O)CCNC(=O)COc1ccc2c3c(c(=O)oc2c1)CCCC3	i	10%	4%	0%	0.5	1%	0.0%	0%	-3%
Cc1cc(C(=O)CSc2nnc(-c3cccnc3)n2-c2ccccc2)c(C)n1CC1CCCO1 (configuration not stated)	i	13%	6%	-8%	2.6	-3%	0.3%	2%	-23%
CC(=O)c1cc2c(cc1NC(=O)CCc1c(C)nc3ncnn3c1C)OCO2	i	7%	-3%	1%	-1.3	-1%	-0.2%	14%	-11%
C[C@H](O)Cc1cc2ccccc2c(=O)o1	i	-8%	10%	-1%	-1.6	2%	0.4%	3%	?
Cn1c(SCC(=O)N2CCCC2=O)nnc1-c1ccccc1F	i	8%	-2%	-1%	-3.5	2%	0.2%	19%	2%
COc1ccccc1-c1ccc(NC2CCCC2)nn1	i	9%	-7%	0%	-2.9	0%	0.4%	-1%	0%
CCC(C)NC(=O)Cc1c(OC)ccc2cc(Br)ccc12 (configuration not stated)	i	10%	7%	4%	0.0	-2%	-1.1%	-3%	-2%
O=C(Oc1ccc2c3c(c(=O)oc2c1)CCCC3)c1cccs1	i	12%	13%	0%	-3.1	-1%	-0.4%	-13%	7%
COc1cccc(C2c3c(oc4ccccc4c3=O)C(=O)N2Cc2ccco2)c1 (configuration not stated)	i	3%	3%	25%	1.1	nt	-1.3%	2%	?
O=c1oc2cc(O)ccc2cc1-c1ccc(F)cc1	i	-5%	-2%	1%	1.2	-3%	5.2%	1%	?
Cc1ccc(C2CC(=O)NC(SCC(=O)OCc3ccccc3)=C2C#N)o1 (configuration not stated)	i	nt	12%	-4%	2.2	2%	-0.4%	4%	-21%
CCOc1ccccc1CNC(=O)C1CCN(C(=O)N2CC(CC)Oc3ccc(C)cc32)CC1 (configuration not stated)	nt	?	nt	2%	nt	nt	-1.8%	nt	10µM*
CNC(=O)COc1ccc(S(=O)(=O)N2CCCC2)cc1	i	2%	-3%	7%	-2.5	0%	-0.2%	0%	-7%
CCCCOc1ccc(C(=O)NCC(c2ccc(Cl)cc2)N2CCOCC2)cc1 (configuration not stated)	nt	-14%	nt	-2%	nt	nt	0.8%	nt	?
CCC(C)c1ccc(S(=O)(=O)N2CCN(c3ccccn3)CC2)cc1 (configuration not stated)	i	-21%	0%	5%	0.6	0%	2.9%	15%	?

Entries shown so far that contain a thiophene ring, fused or not, in the order listed:
mol	Akt phos inh	Nrf2 block	EPAC2 ag	A549 tox	CCT modulator	MmCpn inh	Nrf2 activator	EPAC2 antag	TGFb SMAD3 inh
NS(=O)(=O)c1ccc(NC(=O)COC(=O)c2ccc([N+](=O)[O-])s2)cc1	i	-30%	4%	-4%	-4.3	0%	15%	0%	?
O=C(Oc1ccc2c3c(c(=O)oc2c1)CCCC3)c1cccs1	i	12%	13%	0%	-3.1	-1%	-0.4%	-13%	7%

Next part.
mol	Akt phos inh	Nrf2 block	EPAC2 ag	A549 tox	CCT modulator	MmCpn inh	Nrf2 activator	EPAC2 antag	TGFb SMAD3 inh
CCOc1cc(N2CCOCC2)c(OCC)cc1NC(=O)Cn1nc(C)c([N+](=O)[O-])c1C	i	-9%	-2%	-1%	0.5	-1%	0.1%	9%	-18%
C=CCn1c(SCCCCCC)nc(O)cc1=O	i	-38%	6%	-7%	-0.1	-3%	0.2%	-6%	0%
COc1ccc(-c2nsc(SCC(=O)Nc3ccc4c(c3)OCO4)n2)cc1	i	5%	23%	-4%	1.1	-3%	0.1%	1%	-2%
Cc1cccc(N2CCN(C3CCCCC3NS(=O)(=O)c3ccccc3)CC2C)c1 (configuration not stated)	nt	3%	9%	-4%	-0.7	-2%	-1.0%	-12%	-19%
COc1ccc2c(c1)c1c(c(=O)n(-c3ccc(F)c(Cl)c3)c(=O)n1CC(N)=O)n2C	nt	?	nt	-6%	nt	nt	-1.4%	nt	3%
O=C(O)CCCN1C(=O)c2ccccc2Sc2ncccc21	i	1%	-1%	0%	2.3	0%	-0.2%	5%	12%
CCCCN(C)C(=O)c1coc(=O)c2ccccc12	i	10%	-1%	-4%	0.6	-1%	0.1%	1%	13%
Cc1cc(C)c(CN2CCN(C(=O)CC[C@H]3O[C@@H](n4cnc5c(NC(=O)c6ccccc6)ncnc54)[C@H](O)[C@@H]3O)CC2)c(C)c1	i	nt	2%	nt	-2.0	nt	4.8%	4%	?
CC(C)c1nnc(SCC(=O)Nc2ccc3c(c2)OCCO3)n1C	i	7%	-3%	3%	0.2	0%	0.3%	8%	-25%
COc1cccc(OC)c1OCCCN1CCC(Cc2ccccc2)CC1	i	-20%	3%	?	-1.0	0%	-0.3%	0%	3%
CC(C)Cn1c(-c2ccco2)n[nH]c1=S	i	nt	-3%	-2%	-3.0	-2%	0.5%	1%	-17%
Cc1ccccc1OCCC(=O)Nc1cccc(S(=O)(=O)Nc2ccccc2Cl)c1	i	-28%	5%	-4%	-1.6	0%	-0.1%	-2%	?
O=C(Oc1ccc(/C=N/NC(=O)c2ccco2)cc1)c1ccccc1	i	?	1%	24%	2.5	0%	4.9%	5%	0%
COC(=O)Cn1cc(/C=C/[N+](=O)[O-])c2ccccc21	i	-19%	10%	-24%	2.2	0%	24%	-6%	?
CN(C)c1nc(SCc2ccccc2)nc(N2CCOCC2)n1	i	-14%	9%	-13%	-0.2	0%	0.0%	-5%	0%

Three structures from above, sorted by molar mass, largest number first:
mol	Akt phos inh	Nrf2 block	EPAC2 ag	A549 tox	CCT modulator	MmCpn inh	Nrf2 activator	EPAC2 antag	TGFb SMAD3 inh
Cc1ccccc1OCCC(=O)Nc1cccc(S(=O)(=O)Nc2ccccc2Cl)c1	i	-28%	5%	-4%	-1.6	0%	-0.1%	-2%	?
CN(C)c1nc(SCc2ccccc2)nc(N2CCOCC2)n1	i	-14%	9%	-13%	-0.2	0%	0.0%	-5%	0%
CC(C)Cn1c(-c2ccco2)n[nH]c1=S	i	nt	-3%	-2%	-3.0	-2%	0.5%	1%	-17%

Some of the compounds tested (hit frequency here may not be typical).
